# KDM5B inhibitor: Primary screen for KDM5B Histone Demethylases FDH-coupled qHTS | Lysine-specific demethylase 5B (Homo sapiens), Q9UGL1 | KDM5B demethylase, FDH-coupled NADH fluorescence (FDH is formaldehyde dehydrogenase) | Potency, µM (titrated, usually from 57.7 µM), without a hit: top-dose activity change, negative = inhibition, hits mostly inhibitors | 220,000 compounds, 2.6% hits; active means well fitted inhibition curve with a large enough effect; inconclusive means small, poorly fitted or top-dose-only effect; inactive means no such curve, though single readings can be large or run the other way; further: 0% is about no effect; nearly all actives have a fitted effect of over 70% in size
# Target sequence (Q9UGL1 whole entry, looked up): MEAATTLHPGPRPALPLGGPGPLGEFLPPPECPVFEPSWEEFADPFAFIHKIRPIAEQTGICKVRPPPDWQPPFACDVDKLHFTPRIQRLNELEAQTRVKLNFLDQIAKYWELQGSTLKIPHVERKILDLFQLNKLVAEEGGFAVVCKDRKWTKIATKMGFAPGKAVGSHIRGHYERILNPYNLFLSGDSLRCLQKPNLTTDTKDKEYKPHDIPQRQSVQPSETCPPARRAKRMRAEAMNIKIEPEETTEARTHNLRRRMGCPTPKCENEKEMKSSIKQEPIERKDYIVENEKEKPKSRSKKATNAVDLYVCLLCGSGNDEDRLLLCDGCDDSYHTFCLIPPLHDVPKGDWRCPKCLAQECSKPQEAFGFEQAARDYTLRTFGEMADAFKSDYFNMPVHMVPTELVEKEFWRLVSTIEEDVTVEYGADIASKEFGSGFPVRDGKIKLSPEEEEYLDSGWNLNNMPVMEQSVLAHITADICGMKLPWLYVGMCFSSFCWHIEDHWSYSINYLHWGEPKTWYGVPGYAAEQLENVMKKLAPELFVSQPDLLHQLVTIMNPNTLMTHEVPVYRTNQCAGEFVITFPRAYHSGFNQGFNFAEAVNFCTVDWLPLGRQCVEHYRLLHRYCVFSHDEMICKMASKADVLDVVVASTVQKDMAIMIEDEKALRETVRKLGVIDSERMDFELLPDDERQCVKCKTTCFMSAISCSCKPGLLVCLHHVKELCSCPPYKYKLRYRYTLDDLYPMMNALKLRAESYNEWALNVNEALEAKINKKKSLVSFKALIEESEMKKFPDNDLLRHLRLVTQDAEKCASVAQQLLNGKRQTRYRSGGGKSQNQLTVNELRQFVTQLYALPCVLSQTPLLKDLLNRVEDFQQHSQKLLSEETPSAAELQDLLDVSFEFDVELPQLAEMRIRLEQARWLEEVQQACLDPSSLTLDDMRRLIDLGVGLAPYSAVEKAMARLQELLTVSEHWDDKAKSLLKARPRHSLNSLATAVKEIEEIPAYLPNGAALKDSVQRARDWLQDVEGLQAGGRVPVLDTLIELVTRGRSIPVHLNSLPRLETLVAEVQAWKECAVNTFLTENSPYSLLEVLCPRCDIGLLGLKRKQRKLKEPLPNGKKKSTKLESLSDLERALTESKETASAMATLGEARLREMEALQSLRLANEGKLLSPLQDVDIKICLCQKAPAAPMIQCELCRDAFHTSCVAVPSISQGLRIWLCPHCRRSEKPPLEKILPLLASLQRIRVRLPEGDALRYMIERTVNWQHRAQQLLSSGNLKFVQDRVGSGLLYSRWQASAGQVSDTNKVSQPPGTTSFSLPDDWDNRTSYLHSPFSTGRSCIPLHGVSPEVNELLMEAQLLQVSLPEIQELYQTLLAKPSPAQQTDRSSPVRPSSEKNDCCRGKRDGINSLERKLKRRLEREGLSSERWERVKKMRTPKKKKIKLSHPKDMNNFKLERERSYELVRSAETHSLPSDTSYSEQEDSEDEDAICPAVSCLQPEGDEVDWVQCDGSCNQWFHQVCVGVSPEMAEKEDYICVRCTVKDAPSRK
#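 Compound dilutions met 200 nM (final) KDM5BΔAP for 10 min at room temperature before substrate addition. The substrate mix held 12.5 µM H3K4me3 with cofactors 25 µM α-ketoglutarate and 50 µM Fe²⁺. NADH signal gain over 30 min defined activity.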
# The depositor's hits bear a star; ? = inconclusive; [ ] = remark or other dose. Potency means the concentration at half of the fitted maximal effect. The list is partial; the hit share may differ from the screen's.
KDM5B inhibitor | Molecule
12% | O=C(/C=C/c1cccc(Br)c1)c1ccc[nH]1
? | O=C1NC(=O)/C(=C\c2ccc(Br)o2)S1
0% | Cc1noc(-c2ccccc2Cl)c1C(=O)NCc1cccc(F)c1F
-6% | COc1cccc(N2CCN(C(=O)Cn3ncc4c5ccccc5n(C)c4c3=O)CC2)c1
17% | COc1ccccc1CCC(=O)N1CCC2(CC1)CC(O)CCO2 (stereo unspecified)
33% | O=C(CC(F)(F)F)N1CCC(c2noc(-c3cccnc3)n2)C1 (stereo unspecified)
? | COc1cc(NC(=O)c2oc3c(c2C)-c2nn(Cc4cccc(Cl)c4)cc2CC3)cc(OC)c1
4%[86.2 µM] | COc1ccc(C(=O)N2CCCn3nc(C)c(-c4ccccc4Oc4ccccc4)c32)cn1
-19% | CC1CCN(S(=O)(=O)c2cc3cc(Cl)ccc3oc2=O)CC1
14% | Cc1ccc(-c2nc(-c3ccccc3Br)no2)cc1
118%[activator] | C=CCNC(=O)c1nc(-c2ccc3[nH]ccc3c2)no1
-15% | CC(OC(=O)c1ccc(O)cc1)C(=O)Nc1ccc2c(c1)OCO2 (stereo unspecified)
22% | CC(=O)N1CCC(Oc2ccccc2)C1 (stereo unspecified)
? | COc1cccc(N2CCN(c3ncnc4c3nc3n4CCCCC3)CC2)c1
-29% | Cc1c(CN2C[C@@H](CN(C)CCO)[C@@H](CO)C2)[nH]c2c(Cl)cccc12
-8% | Cc1cc(=O)[nH]c2nnc(SCc3ccc(Cl)cc3Cl)n12
-13% | CCN(CC)c1ccc(NC(=O)CCS(=O)(=O)c2ccc3c(c2)oc(=O)n3C)c(C)c1
-14% | Cc1ccc(C2C(C#N)=C(SCC(=O)Nc3cccc(Cl)c3)NC3=C2C(=O)CCC3)o1 (stereo unspecified)
-21% | Brc1ccc(-c2noc(-c3ccc(Br)o3)n2)o1
? | Cc1ccccc1-c1[nH]nc2ncc(-c3c(C)noc3C)nc12
7% | O=C(COC(=O)Cc1ccc(S(=O)(=O)N2CCOCC2)s1)Nc1ccc([N+](=O)[O-])cc1
? | O=C(NC[C@H]1O[C@@H](CC(=O)N2CCc3ccccc32)[C@H](O)[C@@H]1O)c1ccco1
? | Cn1c(-c2ccccc2)c(C(=O)COC(=O)COc2cccc3c2OC(C)(C)C3)c2ccccc21
-19% | Cc1ccc(Cl)cc1NC(=O)Cn1c(=O)n(Cc2ccccc2)c(=O)c2oc3ccccc3c21
27%[86.2 µM] | NC1(Cc2cc(CN3CCN(c4ccccc4)CC3)on2)COC1

# Retrieved by structure from the entries so far, 3 records:
KDM5B inhibitor | Molecule
-21% | Brc1ccc(-c2noc(-c3ccc(Br)o3)n2)o1
? | COc1cc(NC(=O)c2oc3c(c2C)-c2nn(Cc4cccc(Cl)c4)cc2CC3)cc(OC)c1
-6% | COc1cccc(N2CCN(C(=O)Cn3ncc4c5ccccc5n(C)c4c3=O)CC2)c1

# Other structures follow:
KDM5B inhibitor | Molecule
-23% | Cc1ccc(C)c(S(=O)(=O)N2CCCC(CO)(Cc3cccc(Cl)c3)C2)c1 (stereo unspecified)
? | Cn1nnnc1SCCCNCc1ccc(-c2ccc(Br)cc2)o1
-3% | CC(=O)Nc1cccc(C(=O)OCC(=O)NCc2cccs2)c1
10% | Cc1cc(C)n(CCc2c(-c3ccccc3)ncn2C(C)CCCC(C)(C)O)n1 (stereo unspecified)
? | COc1ccc(-c2cnc3[nH]cc(CC(=O)Nc4cccc(F)c4)c3c2)cc1
-4% | COc1ccc(-c2csc3ncn(-c4ccc(Cl)cc4)c(=O)c23)cc1OC
21% | Cc1ccc(C2Cn3nnc(-c4noc(-c5ccco5)n4)c3CO2)cc1 (stereo unspecified)
-12%[86.2 µM] | COc1cccc(N2C(=O)OCC23CCN(CCCc2ccccc2)C3)c1 (stereo unspecified)
19% | O=C(O)C1(c2ccccc2)CCOCC1
24% | Cn1c(SCC(=O)NC2CCCC2)nnc1-c1ccco1
19% | OC1CC(c2cc(NCCc3nc(Cc4ccccc4)no3)ncn2)C1 (stereo unspecified)
? | Cc1cc(OCc2nc3ccccc3s2)ccc1N
-18% | Cn1nnnc1SCCCNCc1cccc(OCc2ccc(Cl)cc2)c1
? | CCOC(=O)N1CCc2c(sc(NCc3cccc(F)c3)c2C(=O)Nc2ccc(OCC)cc2)C1
? | Cc1ccc(CNC(=O)CCc2cn(C)c3ccccc23)cc1
12% | Cc1cc(C)n(-c2nc3ccccc3nc2N2CCN(C(=O)c3ccccc3F)CC2)n1
-25% | CC(Sc1ccccc1)C(=O)NC1CCCCC1 (stereo unspecified)
? | COc1cccc(N2CC(C(=O)Nc3ccc(F)cc3)CC2=O)c1 (stereo unspecified)
-12% | COc1ccc(S(=O)(=O)N2CCCCCC2)cc1NC(=O)Cc1n[nH]c(=O)c2ccccc12
8%[86.2 µM] | Cc1nc2n(c1C(=O)NCc1cccs1)CCC(Nc1ccccc1)C2 (stereo unspecified)
-24% | Cc1noc(C)c1CC(=O)N[C@@H]1CN(C2CCOCC2)C[C@H]1CN(C)C
-27% | COc1ccc(/C(C)=C(/C#N)c2nc3ccccc3[nH]2)cc1OC
-7% | Cc1cnc(C(=O)NC2C[C@H]3CC[C@@H](C2)N3C(=O)CCc2c[nH]c3ccccc23)cn1 (stereo partly specified)
-5% | CC(NC(=O)c1cncc(Br)c1)C12CC3CC(CC(C3)C1)C2 (stereo unspecified)
-37% | O=C(c1cn(CCC2CCCCN2)nn1)N1CCc2nc[nH]c(=O)c2CC1 (stereo unspecified)

# Arranged by molecular weight (rising): part of the list above.
KDM5B inhibitor | Molecule
19% | O=C(O)C1(c2ccccc2)CCOCC1
118%[activator] | C=CCNC(=O)c1nc(-c2ccc3[nH]ccc3c2)no1
0% | Cc1noc(-c2ccccc2Cl)c1C(=O)NCc1cccc(F)c1F

# The list goes on.
KDM5B inhibitor | Molecule
13% | O=C(O)[C@@H]1CN(Cc2ccccc2)C[C@@H]1C(=O)N1CCOCC1
? | Cc1cc(=O)oc2cc(OS(=O)(=O)c3cccc(OC(F)(F)F)c3)ccc12
1% | COc1cc(C(=O)N2CCN(c3ccc(Nc4ccc(C)cc4)nn3)CC2)cc(OC)c1OC
-25% | O=C(c1ccsc1)N1CCCn2cc(-c3ccccc3)nc21
-10% | COc1cccc(C(=O)N2CC3CC(C2)[C@H]2CCCC(=O)N2C3)c1 (stereo partly specified)
16% | COc1cc(OC)cc(C(=O)Oc2ccccc2Cl)c1
11% | CCc1ccc(C(=O)N2CCN(c3nc4ccccc4o3)CC2)cc1
8% | COC(=O)c1cccc(COc2cc(C(C)=O)ccc2NC(C)=O)c1
20% | O=C(Nc1ccc(F)cc1F)c1c(C(F)(F)F)ccnc1Oc1ccccc1
-12% | CCCCN(C)C(=O)Cn1ccn2nc(-c3ccccc3)c(CO)c2c1=O
5% | Cc1cnc(C2CC2)n1C1CCCN(C(=O)c2nn(C)c3ccccc23)C1 (stereo unspecified)
7% | O=c1c2cn(Cc3ccc(F)cc3)c3ccccc3c-2nn1Cc1ccc(F)cc1
27% | O=C(NC1CCc2n[nH]c(=O)n2CC1)c1ccc2ccccc2n1 (stereo unspecified)
17% | Cc1ccc(Cl)cc1NC(=O)CCNC(=O)CCC(=O)c1cccs1
-11% | CCCCCNc1nc2c(-c3ccccc3)nnn2c2ccccc12
-6% | COc1ccc(C(=O)N2CCC3(CC2)N(C)C(=O)CS3(=O)=O)c(OC)c1
16% | COc1ccc(CCNC(=O)CCCn2c(=O)c3ccccc3n(Cc3ccc(C)cc3)c2=O)cc1OC
1% | Cc1ccc(NC(=O)c2csc3c2CCCCC3)cc1C
11% | COCCN1CCN(S(=O)(=O)c2cccc3cc(C)cnc23)CC1
27% | COc1ccccc1CN1CCc2nc(N3CCN(C)CC3)[nH]c(=O)c2CC1
? | COC(=O)c1ccc(Oc2c(C)oc3cc(OCc4ccccc4F)ccc3c2=O)cc1
-12% | CCC(c1cccs1)N1C(=O)[C@H]2CN(S(=O)(=O)c3ccc(F)cc3F)C[C@H]2C1=O (stereo partly specified)
10% | Cc1ccccc1N=C/C(=C/Nc1ccccc1C)[N+](=O)[O-]
-20% | COc1ccc(NC(=O)CN2CCCN(Cc3ccccc3)S2(=O)=O)cc1
16% | CNC(=O)CCC1CCN(C(=O)c2ccccc2)CC1

# The final six entries of the section before come first, to join the parts:
KDM5B inhibitor | Molecule
27% | COc1ccccc1CN1CCc2nc(N3CCN(C)CC3)[nH]c(=O)c2CC1
? | COC(=O)c1ccc(Oc2c(C)oc3cc(OCc4ccccc4F)ccc3c2=O)cc1
-12% | CCC(c1cccs1)N1C(=O)[C@H]2CN(S(=O)(=O)c3ccc(F)cc3F)C[C@H]2C1=O (stereo partly specified)
10% | Cc1ccccc1N=C/C(=C/Nc1ccccc1C)[N+](=O)[O-]
-20% | COc1ccc(NC(=O)CN2CCCN(Cc3ccccc3)S2(=O)=O)cc1
16% | CNC(=O)CCC1CCN(C(=O)c2ccccc2)CC1
-15% | COc1ccc(OC)c(NC(=O)CCC[C@@H]2[C@H]3CCCN4CCC[C@@H](CN2C)[C@@H]34)c1
-4% | CCCc1ncncc1C(=O)N1CCc2onc(-c3ccccc3F)c2C1
-4% | CC(=O)Nc1ccc(S(=O)(=O)N2CCC(NC(=O)CCC3CCCCC3)CC2)cc1
-20% | CCCC(O)(c1ccc(Cl)cc1)C(CN1CCOCC1)c1ccc(Cl)cc1 (stereo unspecified)
18% | CCONC(=O)COC(c1ccccc1)c1ccccc1
6% | CCOc1ccc(/C=N/O)c(OC)c1
? | COc1cccc(CCC(=O)N2CCC(N3CC4CC(C3)[C@H]3CCCC(=O)N3C4)CC2)c1 (stereo partly specified)
-9% | Cc1cc(F)ccc1NC(=O)CCS(=O)(=O)c1cc2c3c(c1)CCN3C(=O)CC2
-10% | CCOC(=O)c1c(NC(=O)/C=C/c2ccc(OCC)cc2)sc(C(C)=O)c1C
7% | O=C(Nc1cccc(-c2nc(-c3ccccc3)no2)c1)C1CC(=O)N(c2cccc(C(F)(F)F)c2)C1 (stereo unspecified)
5% | O=C([C@@H]1C[C@H](F)CN1S(=O)(=O)c1cccc(Cl)c1)N1CCCCC1
22% | CCOC(=O)c1sc(NC(=O)C2CC(=O)N(c3ccccc3C)C2)nc1C (stereo unspecified)
-25%[86.2 µM] | Fc1ccc(CN2CCOC[C@H](Oc3ccccc3)C2)cc1
-19% | O=C(c1cccc2nccnc12)N1CCC2(CC1)Nc1ccccc1NC2=O
-5% | O=C(OCc1ccccc1F)c1cccc(S(=O)(=O)N2CCCCC2)c1
7% | O=C(OCc1cccc(Br)c1)c1ccc(O)cc1
26% | Cc1ccc(NC(=O)Cn2nc3n(c2=O)CCCCC3)cc1
? | Nc1c(N(Cc2ccco2)C(=O)COc2ccccc2Cl)c(=O)[nH]c(=O)n1Cc1ccccc1
8% | O=c1ccc(NS(=O)(=O)c2ccccc2)c2n1C[C@H]1C[C@@H]2CN(S(=O)(=O)c2ccccc2)C1
? | Cc1ccc(CNC(=O)c2ccc3c(c2)N(C)C2CCCN2C3=O)cc1 (stereo unspecified)
10% | Cc1ccc(OCC(=O)Nc2c(NC3CCCC3)c3ccccc3oc2=O)cc1
24% | CCN1CCN(C(=O)c2ccc(-n3nc(C)c(-c4ccc(F)cc4)c3NC(C)=O)cc2)CC1
-7% | CCOc1cccc2cc(S(=O)(=O)N3CCCC3)c(=O)oc12
? | COc1cccc(CN2CCc3nc(N4CCN(C)CC4)ncc3C2)c1
-12% | Cc1ccccc1NC(=O)Cn1cc(C(=O)c2cccs2)c2ccccc21
4% | CCOC(=O)C1(Cc2cccc(Cl)c2)CCCN(C(=O)c2cn[nH]c2)C1 (stereo unspecified)
4% | COc1cccc(C(=O)N2CCC(N3C[C@H](O)C[C@H]3C(=O)NC3CCCCC3)CC2)c1C
-7% | C=CCOc1cccc(/C=N/NC(=O)CN2CCCCC2)c1
2% | COCCN1CCCC(c2[nH]ccc2C(=O)N2CCN(c3ccccc3)CC2)C1 (stereo unspecified)
40µM* | Cn1nccc1CN1CCCC2(COc3ccccc3C(=O)N2)C1 (stereo unspecified)
20% | CN1CCC(NC(=O)C2(CCO)CCN(Cc3ccccc3)C2)CC1 (stereo unspecified)
-23% | COc1ccc(NC(=O)C2Cn3cccc3C(=O)N2CC(C)C)cc1 (stereo unspecified)
-19% | CCOc1ccccc1NC(=O)Cn1c(=O)n(Cc2ccccc2)c(=O)c2c(C)c(C(=O)N(C)C)sc21
7% | COCCN1CC2(CCCN(C(=O)Nc3ccc4c(c3)OCO4)C2)CCC1=O (stereo unspecified)
? | O=C(CCc1ccc(F)c(F)c1)N1CC=C(c2c[nH]c3ncccc23)CC1
-11% | NC(=O)c1cc[nH]c1C1CCCN(S(=O)(=O)c2cnc[nH]2)C1 (stereo unspecified)
23% | CN1C(=O)c2cccn2CC1C(=O)NCc1ccc(F)cc1 (stereo unspecified)
20µM* | O=C(Nc1ccc(=O)n2c1[C@@H]1C[C@@H](CN(C(=O)Nc3ccc(F)cc3)C1)C2)NC1CCCCC1
-16% | CNC(=O)N1CCC(C2CCN(C(=O)Cc3c(F)cccc3Cl)C2)CC1 (stereo unspecified)
? | COc1ccc(Nc2nc(-c3c(C)noc3C)cc3cc(CN(C)C)oc23)cn1
-25% | COc1ccc(C(=O)Nc2ccc(-c3nnc4n3CCCCC4)cc2)cc1
? | CCCSC1=NC2(CCN(C(=O)NC3CCCCC3)CC2)N=C1c1ccc(OC)cc1
